ER stress rescue – protection against thapsigargin-triggered cell killing – 384-well, CSM14.1, ATP luminescence, primary screen (AID 1222); 190,000 tested, under 10 active; CSM14.1 thapsigargin-induced death rescue, ATP luminescence; higher % means a stronger effect; one-dose cellular ATP content (survival), % at 20 µM; EC50 in µM for titrated hits;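 active = EC50 below 50 µM in the dose-response confirmation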;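 note: death triggered by thapsigargin at about 15 µM added after 2 h compound pretreatment; cell ATP read after overnight thapsigargin exposure of roughly 18 to 22 hours; normalized against plate controls of thapsigargin alone and 5% DMSO vehicle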
KOR beta-arrestin-1 – KOR agonists, beta-arrestin recruitment, primary screen, cell-based, luminescence, uHTS (AID 1777); KOR beta-arrestin recruitment, luminescence; higher % means a stronger effect; one-dose activation, % at 10 µM; EC50 in µM for titrated hits; 280,000 tested, 0.02% active; in the data active = activation above about 50%, passing the limit was not always enough; note: a part of the inactive calls stands beside numbers as strong as those of hits
NTR1 ag – NTR1-driven beta-arrestin-GFP spot formation – imaging, U2OS cells, high content, primary screen (AID 493036). P30989. activation, % at 20 µM. 330,000 tested, 0.17% active. agonist mode;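 active = activation at or above 40% of the spot to cytoplasm intensity ratio, with at least 20 cells analyzed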;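 note: 0% = DMSO without peptide and 100% = 100 nM NTR1 peptide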
Target sequence (P30989 whole entry, looked up): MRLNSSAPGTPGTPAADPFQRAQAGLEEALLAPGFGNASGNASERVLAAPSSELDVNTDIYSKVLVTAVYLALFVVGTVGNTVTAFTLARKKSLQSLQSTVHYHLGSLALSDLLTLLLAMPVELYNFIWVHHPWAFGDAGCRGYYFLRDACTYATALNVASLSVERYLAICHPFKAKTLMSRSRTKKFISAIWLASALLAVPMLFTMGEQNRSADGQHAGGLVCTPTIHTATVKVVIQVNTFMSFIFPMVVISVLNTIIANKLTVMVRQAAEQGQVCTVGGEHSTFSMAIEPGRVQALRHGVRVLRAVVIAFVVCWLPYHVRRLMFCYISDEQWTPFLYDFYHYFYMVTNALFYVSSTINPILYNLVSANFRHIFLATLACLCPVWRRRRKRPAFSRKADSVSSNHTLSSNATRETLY
GPR55 beta-arrestin – selective activators of receptor GPR55 – imaging, U2OS cells, beta-arrestin-GFP redistribution, primary screen (AID 1961); activation, % at 10 µM, or EC50 in µM where a hit was titrated; 290,000 tested, 0.048% active; U2OS GPR55 beta-arrestin-GFP redistribution imaging; higher % means a stronger effect;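 active = activation above 40% with more than 50 cells counted in the well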;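 note: U2OS osteosarcoma cells stably expressing GPR55 and beta-arrestin-GFP; plate controls were DMSO negative control for no effect and LPI positive control for full effect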
NOD1 inhibition – NOD1 signaling inhibitors, primary screen, cell-based, luminescence, uHTS (AID 1578); NOD1-driven NF-kB luciferase reporter cells, luminescence; higher % means a stronger effect; inhibition, % at 4 µM, or EC50 in µM where a hit was titrated; 290,000 tested, 1% active; in the data active = inhibition mostly above about 36%, no sharp cut-off; inactive = mostly below about 34%;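 note: HEK-293T reporter cells stimulated with the NOD1 agonist gamma-tri-DAP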
KOR beta-arrestin-2 – kappa opioid receptor blockers – cell-based, luminescence, uHTS (AID 1778). KOR beta-arrestin recruitment, luminescence, antagonist mode; higher % means a stronger effect. 290,000 tested, 0.091% active. inhibition, % at 10 µM; hits with a dose series show IC50 in µM; note: strong numbers were not always called active
Yfh1-off respiration – mitochondrial function rescue without frataxin homolog – Friedreich's ataxia, plus single-dose screen, dose response (AID 1465). S. cerevisiae Yfh1-off respiration, WST-1 reduction, 72 h; higher fold induction means a stronger effect. one-dose fold induction at 50 µM; EC50 in µM for titrated hits. 220,000 tested, 0.074% active;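 active = fold induction of absorbance versus untreated yeast above a set limit, then at least 30% activation at any dose in follow-up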;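 note: activators that raise dye reduction in frataxin-depleted yeast; strong numbers were not always called active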
TNAP activation fold – stimulation of alkaline phosphatase TNAP activity – biochemical, luminescent, no phosphate acceptor, uHTS, primary screen (AID 1001) | one-dose activation fold at 20 µM; EC50 in µM for titrated hits | purified TNAP, luminescent activation assay, no phosphate acceptor; higher activation fold means a stronger effect | 200,000 tested, 0.03% active; in the data active = activation fold from about 3, or a potency from the dose series; inactive = the rest, 99 in 100 with activation fold below about 1.6; note: many of its hits are not listed in these tables
HEK293 NOD2/NF-kB – NOD2 signaling inhibitors, cell-based, luminescence, uHTS, HEK293 (AID 1566). HEK293 NOD2/NF-kB luciferase reporter, luminescence; higher % means a stronger effect. 290,000 tested, 0.63% active. one-dose inhibition, % at 4 µM; EC50 in µM for titrated hits; note: many of its hits are not listed in these tables
NTR1 ag cell count 20 µM – recorded beside NTR1 ag, whose call it bears; cell count; measured here: cell count, cytotoxicity flag
* marks the source's active call; other numbers are inactive results; i = inactive; · = not tested or not shown; [ ] = remark or other dose. Cut-off read from the data, not from the text of the source, unless noted: active = inhibition above about 50%; inactive = the rest.

A first look, 3 compounds:
Second line of a record – ER stress rescue	KOR beta-arrestin-1	NTR1 ag	NTR1 ag cell count 20 µM	GPR55 beta-arrestin	NOD1 inhibition	KOR beta-arrestin-2	Yfh1-off respiration	TNAP activation fold	HEK293 NOD2/NF-kB
1) COC(=O)C(C)Sc1nc2c(c(=O)[nH]c(=O)n2C)n1CCCc1ccccc1 (configuration not stated)
→ -1.5%	·	1.1	43	-1.0%	16.3%	-50.9%	i	1	2.9%
2) Cc1onc(-c2ccccc2)c1C(=O)Oc1cccnc1
→ -2.2%	-2.0%	0.5	81	0.2%	·	1.7%	i	1.1	4.8%
3) CCC(C)NC(=O)c1cn(CC)c2ccc(S(=O)(=O)N3CCCCC3)cc2c1=O (configuration not stated)
→ ·	-3.0%	1.4	69	0.1%	-4.5%	-7.9%	·	·	13.7%

Main list, from the start:
Second line of a record – ER stress rescue	KOR beta-arrestin-1	NTR1 ag	NTR1 ag cell count 20 µM	GPR55 beta-arrestin	NOD1 inhibition	KOR beta-arrestin-2	Yfh1-off respiration	TNAP activation fold	HEK293 NOD2/NF-kB
1) COC(=O)C(C)Sc1nc2c(c(=O)[nH]c(=O)n2C)n1CCCc1ccccc1 (configuration not stated)
→ -1.5%	·	1.1	43	-1.0%	16.3%	-50.9%	i	1	2.9%
2) Cc1onc(-c2ccccc2)c1C(=O)Oc1cccnc1
→ -2.2%	-2.0%	0.5	81	0.2%	·	1.7%	i	1.1	4.8%
3) CCC(C)NC(=O)c1cn(CC)c2ccc(S(=O)(=O)N3CCCCC3)cc2c1=O (configuration not stated)
→ ·	-3.0%	1.4	69	0.1%	-4.5%	-7.9%	·	·	13.7%
4) O=C(c1cnn(-c2ccccc2)c1)c1ccc2ccccc2c1O
→ -1.9%	1.0%	-2.0	19	0.1%	-23.9%	-47.4%	i	1	-101.9%
5) CCOC(=O)C(Cc1cc(C(C)=O)ccc1OC(C)C)C(=O)OCC
→ 2.0%	3.3%	-0.4	52	0.2%	0.2%	5.9%	i	1.1	-1.6%
6) Cc1ccc(SC[C@H](Cc2ccccc2)N2CCN(CC(C)C)CCC2=O)cc1
→ ·	27.1%	1.2	65	1.4%	-8.3%	7.1%	i	·	-14.7%
7) CN1C(=O)C(C)(C)c2cc(S(=O)(=O)N3CCN(c4ccccc4)CC3)ccc21
→ ·	-3.0%	-0.6	43	0.0%	·	-17.4%[20 µM]	·	·	·
8) O=C(COc1ncnc2c(Cl)cc(Cl)cc12)Nc1cc([N+](=O)[O-])ccc1Cl
→ -3.2%	0.5%	5.0	58	-0.3%	-28.0%	18.3%	i	1.2	-1.0%
9) N=C1c2ccccc2CN1c1ccc(S(=O)(=O)N2CCCCC2)cc1
→ -1.1%	-0.2%	-0.4	52	-0.4%	-6.1%	-15.1%	i	0.9	27.4%
10) CC(=O)N(/N=C1\Sc2ccccc2C1=O)c1ccccc1C
→ -1.3%	-0.8%	0.0	53	0.2%	-30.9%	9.3%	i	0.8	-65.3%
11) Cc1ccc(SC[C@H](C)CN2CC[C@H](NC(=O)OCc3ccccc3)CCC2=O)cc1
→ ·	3.3%	-4.6	98	-0.3%	7.4%	-27.6%[20 µM]	·	·	6.0%
12) COc1cccc(C(=O)/C=C/Nc2ccc(S(=O)(=O)Nc3ccc(C(C)=O)cc3)cc2)c1
→ -2.4%	-2.1%	0.3	51	-0.2%	31.2%	-4.0%	i	1	4.6%
13) Cc1ccc(-c2cccc(C3CC=CC4C3C(=O)N(Cc3ccccc3)C4c3ccc4ccccc4c3)c2)cc1 (configuration not stated)
→ ·	-3.1%	0.0	79	-0.1%	0.3%	18.1%	i	·	-6.3%
14) N#Cc1c(NC2CCCCC2)nc(-c2ccco2)c2c1CCCC2
→ -2.2%	-3.1%	7.5	57	-0.1%	4.7%	-4.7%	i	1.3	13.8%
15) Cc1ccc(C2=NN=C(NC(=O)CSc3nncn3C)SC2)cc1
→ -3.5%	-5.4%	-0.4	64	-0.1%	-48.7%	-21.2%[20 µM]	i	0.9	-25.1%
16) Cc1cccc(NC(=O)/C(C#N)=C\c2cccnc2)c1
→ -1.6%	-3.6%	2.5	45	-0.3%	-17.6%	-13.9%	i	1.3	-9.8%
17) NC(=O)CCN1CCN(CCOC2Cc3cc(Cl)ccc3Sc3ccccc32)CC1 (configuration not stated)
→ 0.2%	3.4%	-0.2	71	-0.2%	-9.1%	1.1%	i	1	-25.2%
18) CCC1=NN2C(=N)/C(=C/c3cc(C)n(-c4ccccc4)c3C)C(=O)N=C2S1
→ ·	3.6%	-1.2	40	-0.2%	1.2%	14.7%	i	·	3.3%
19) COc1ccc(C2/C=C\CN(C(=O)Oc3ccccc3)CC(=O)N2Cc2ccc(F)cc2)cc1 (configuration not stated)
→ ·	4.2%	2.1	62	0.6%	-7.9%	6.2%	i	·	-5.3%
20) N#Cc1nc(-c2ccc(Cl)cc2)oc1NCc1cccc2c1OCO2
→ -0.9%	46.3%	5.9	63	-0.1%	-22.8%	-30.0%	i	1.2	-35.5%
21) Cc1ccc(NC(=O)/C=C/c2ccc3c(c2)OCO3)nc1
→ -0.3%	-0.2%	-1.4	63	-0.2%	-5.9%	-36.1%	i	1	17.3%
22) CC(=O)N1CCC(=O)Nc2ccc([N+](=O)[O-])cc21
→ -2.6%	-1.0%	-0.3	28	-0.5%	-16.6%	2.5%	i	1.1	-0.1%
23) CCNC(=S)N1CCC(Cc2ccccc2)CC1
→ ·	4.9%	-1.3	49	1.5%	7.1%	15.7%	·	·	-1.4%
24) COc1ccc(CN2CCN(C(=O)c3cccc4ccccc34)CC2)cc1OC
→ ·	6.0%	1.1	58	-0.2%	-24.8%	-53.1%[20 µM]	·	·	3.3%
25) O=C(O)C1C2CCCCC2=C2CCCCC2C1C(=O)O (configuration not stated)
→ 2.2%	7.5%	-3.7	108	-0.2%	31.9%	11.8%	i	0.9	21.7%
26) Cc1nn(C(C)C(=O)NCCCc2ccccc2)c(=O)c2cc3occc3n12 (configuration not stated)
→ 2.4%	-3.6%	2.4	78	-0.1%	18.1%	-2.1%	i	1.1	19.1%
27) Cn1c(CNc2ccc(F)cc2)nc2ccccc21
→ ·	-3.2%	0.6	60	-0.2%	1.6%	7.5%	·	·	-64.2%
28) COC(=O)c1ccccc1NC(=O)CSc1nnc(-c2ccncc2)o1
→ 1.4%	-3.3%	0.2	44	-0.1%	12.7%	-39.4%	i	1.1	3.8%
29) C=CCS(=O)(=O)N1CCCC(Cc2ccccc2C)(C(=O)OCC)C1 (configuration not stated)
→ ·	-1.8%	1.3	52	0.1%	-28.9%	-41.6%[20 µM]	·	·	-31.6%
30) Cc1ccc(C(=O)N/C(=C\c2cn(S(=O)(=O)N(C)C)c3ccccc23)C(=O)NCCCn2ccnc2)cc1
→ ·	-1.8%	-0.5	54	0.2%	-3.5%	-26.4%	·	·	12.2%
31) COCCOC(=O)c1[nH]c2c(c1C)C(=O)C(C(=O)OC)C(C)C2 (configuration not stated)
→ -3.4%	-4.4%	-3.5	64	0.4%	-66.0%	-0.4%	i	1.1	-55.6%
32) C[C@@H]1NC(=O)[C@H](CC(N)=O)NC(=O)c2cc([N+](=O)[O-])cc(I)c2OCC[C@@H](C(=O)NC(CC(=O)O)C(N)=O)NC1=O (some centres not stated)
→ -3.3%	-0.3%	0.7	89	-0.3%	-31.2%	7.1%	i	1	-2.2%
33) O=[N+]([O-])c1ccc2nc(-c3cccnc3)[nH]c2c1
→ ·	1.9%	-0.3	57	-0.2%	-13.6%	-17.2%	·	·	0.0%
34) O=C(NCc1ccc2c(c1)OCO2)C1CCN(S(=O)(=O)c2ccc(Br)s2)CC1
→ -0.9%	-7.2%	0.2	36	-0.1%	-15.5%	26.6%	i	1.2	-88.9%
35) Cc1cc(C)cc(OCC(=O)Nc2ccc3c(c2)OCO3)c1
→ -0.2%	-3.2%	-0.4	76	0.0%	-16.5%	9.8%[20 µM]	i	1.1	17.2%
36) O=C(c1ccc(Cl)cc1)c1c[nH]c(C(=O)NNc2cccc(Cl)n2)c1
→ -0.7%	2.6%	1.6	56	0.1%	18.1%	-18.8%	i	1.4	5.7%
37) O=C(CCc1ccc(Oc2cc([N+](=O)[O-])cc([N+](=O)[O-])c2)cc1)Nc1cccc(Cl)c1
→ -1.6%	7.8%	·	·	-0.2%	39.1%	3.9%	i	1.1	-7.3%
38) Cc1ccccc1NC(=S)C1=C(O)c2sccc2N(C)S1(=O)=O
→ -4.3%	-1.4%	-3.2	96	-0.2%	-23.9%	-26.8%	i	1	-16.1%
39) CCOC(=O)NC1(C(F)(F)F)NC(=O)N(Cc2ccco2)C1=O (configuration not stated)
→ -0.5%	-3.0%	-0.3	92	-0.2%	-3.2%	-3.1%	i	1.1	1.9%
40) NC(=O)c1sc2nc(-c3cccs3)ccc2c1N
→ ·	-3.9%	-0.1	94	3.6%	-5.0%	3.2%	·	·	-52.1%
41) COCCNC(=O)CC(=O)N/N=C/c1cccc(C(=O)OC)c1
→ -0.1%	·	2.9	53	-0.1%	18.5%	-34.7%[20 µM]	i	1.1	-7.8%
42) COc1ccc(OC2C(=O)N(Cc3ccc4c(c3)OCO4)C2c2sccc2C)cc1 (configuration not stated)
→ -0.9%	2.3%	2.6	51	-0.3%	14.6%	0.9%	i	1.2	-10.4%
43) Cc1ccc(NS(=O)(=O)c2ccc(Cl)c(C(=O)O)c2)cc1S(=O)(=O)N1CCOCC1
→ 1.9%	-2.3%	0.6	71	1.3%	-4.8%	-28.5%	i	1.1	11.4%
44) CCOc1ccccc1N1CC(C(=O)Nc2ccccc2CC)CC1=O (configuration not stated)
→ ·	0.2%	0.9	46	0.5%	-23.7%	15.9%	·	·	-4.5%
45) Nc1ccc2nc(-c3cccc(-c4nc5ccc(N)cc5[nH]4)c3)[nH]c2c1
→ ·	-5.8%	-0.1	82	0.0%	-0.6%	9.0%	·	·	33.4%
46) COC(=O)NNC(=O)COc1ccc(Cl)cc1
→ -1.4%	1.3%	0.9	62	-0.1%	-13.2%	12.9%	i	1.1	11.2%
47) CC1CCN(Cc2c(C(=O)N/N=C/c3cc(Cl)ccc3O)nnn2-c2nonc2N)CC1
→ ·	-4.0%	-1.4	31	4.16µM*	-118.8%	-33.8%	·	·	49.3%
48) O=C(COC(=O)CNC(=O)C12CC3CC(CC(C3)C1)C2)NC1CCS(=O)(=O)C1 (configuration not stated)
→ -1.4%	0.7%	0.1	74	0.0%	-5.3%	20.0%	i	1.1	18.6%
49) CC(C)OC(=O)/C(C#N)=C/c1ccc(-c2ccc(SC(F)F)cc2)o1
→ -1.3%	0.1%	3.0	58	0.5%	-21.6%	-13.7%	i	1	14.3%
50) c1ccc2c(c1)CCCC2NC1=NCCC1 (configuration not stated)
→ -0.2%	9.2%	-0.8	97	-0.3%	-19.5%	15.5%	i	1.1	14.5%
51) C=C(C)Cn1c(-c2ccc(OC)cc2)nc2ccccc21
→ 1.9%	3.2%	0.7	49	-0.2%	7.7%	-8.0%	i	1.1	20.6%
52) Cc1cc(C(C2C(=O)CC(C)(C)CC2=O)C2C(=O)CC(C)(C)CC2=O)cc(C)c1OC(F)F
→ ·	3.0%	-1.8	39	0.4%	-39.4%	-22.7%	·	·	2.9%

Source: PubChem BioAssay (several laboratories)

Some of the compounds tested (hit frequency here may not be typical).
